Screening data deposited in PubChem BioAssay by Sanford-Burnham Center for Chemical Genomics.
EphA4 KYL inhibition – inhibitors of EphA4 binding to KYL peptide, primary screen, biochemical, colorimetric, mouse EphA4 (AID 689). EphA4-AP binding to KYL peptide, pNPP A405; higher % means a stronger effect. inhibition, % at 10 µM; hits with a dose series show IC50 in µM. 62,000 compounds, 0.1% hits; in the data active = a potency from the dose series; inactive = the rest, 99 in 100 with inhibition below about 22%
* = called active by the depositor; & = joins results of further samples. Some of the compounds tested; rates above refer to the full screens.

EphA4 KYL inhibition | Molecule
-16% | CN1CCN(C(=O)c2ccc3c(=O)n(Cc4ccco4)c(=S)[nH]c3c2)CC1
-10% | Cc1noc(C)c1S(=O)(=O)N1CCC2(CC1)OCCO2
0% | CCC1CCc2c(sc(NC(=O)CSc3nc(-c4ccco4)cc(C(F)(F)F)n3)c2C#N)C1 (stereo not drawn)
-12% | Cc1nc2nc(CCc3ccccc3)nn2c(C)c1Cl
-6% | COc1ccc(OC(C)C(=O)Nc2ccc([N+](=O)[O-])cc2)cc1 (stereo not drawn)
-4% | COc1nc(OCCNC(=O)Nc2ccccc2)nc(N(C)C)n1
-12% | COc1ccccc1CNC(=O)CCS(=O)(=O)c1ccc2c(c1)CCCN2C(C)=O
4% | COc1cccc(NC(=O)N2CCN(c3cccc(C)c3)C(C)C2)c1 (stereo not drawn)

Brought forward from above: 5 compounds, then new ones.
EphA4 KYL inhibition | Molecule
-12% | Cc1nc2nc(CCc3ccccc3)nn2c(C)c1Cl
-6% | COc1ccc(OC(C)C(=O)Nc2ccc([N+](=O)[O-])cc2)cc1 (stereo not drawn)
-4% | COc1nc(OCCNC(=O)Nc2ccccc2)nc(N(C)C)n1
-12% | COc1ccccc1CNC(=O)CCS(=O)(=O)c1ccc2c(c1)CCCN2C(C)=O
4% | COc1cccc(NC(=O)N2CCN(c3cccc(C)c3)C(C)C2)c1 (stereo not drawn)
-6% | O=C(CSCc1ccc([N+](=O)[O-])cc1)Nc1cccc(C(=O)Nc2ccccc2C(=O)O)c1
-3% | Cc1ccc(C(=O)N(C)c2ccccc2)cc1[N+](=O)[O-]
-3% | CC(=O)N1CCN(c2ccc(NC(=O)c3ccco3)cc2)CC1
0% | CCCNC(=O)N1CCC(C(=O)c2ccc(Cl)cc2)CC1
-9% | CC(=O)Nc1ccc(OCC(=O)c2cc(C)ccc2C)cc1
-18% | CCc1ccccc1N1CC23C=CC(O2)C(C(=O)OC)C3C1=O (stereo not drawn)
-7% | CCn1c(NC(=O)c2ccccc2)c(-c2cccs2)c(=O)c2ccccc21
4% | O=S(=O)(c1ccccc1)n1nc(-c2ccccc2)nc1NCc1ccco1
0% | Cc1c(OC(C)C(=O)O)ccc2c3c(c(=O)oc12)CCC3 (stereo not drawn)
-2% | CC(C)(C)c1ccc(C2(C)NC(=O)N(CC(=O)Nc3ccc4c(c3)OCO4)C2=O)cc1 (stereo not drawn)
2% | Fc1c(F)c(F)c2c(c1F)Oc1ccccc1O2
-11% | O=C(OCCNC(=O)c1cc2ccccc2oc1=O)c1cccnc1
0% | COc1ccc(C2NC(=O)NC(c3ccccc3)=C2c2ccc3ccccc3n2)cc1OC (stereo not drawn)
-3%&-9% | O=C(Cc1cccs1)NCc1cccnc1
-4% | Cc1c(Br)c([N+](=O)[O-])nn1C(C)C(=O)Nc1c(C)n(C)n(-c2ccccc2)c1=O (stereo not drawn)
3% | COc1ccc(C2Nc3ccccc3C(=O)N2c2ccc(Cl)cc2)cc1Cn1nnc2ccccc21 (stereo not drawn)
-21% | COc1ccc2cc(CN(Cc3cccnc3)Cc3nnnn3Cc3ccccc3)c(=O)[nH]c2c1
0% | CCOC(=O)N1CCC(NC(=O)CSc2cc(=O)n(C)c3ccccc23)CC1
-10% | COc1ccc(CCNC(=O)c2nnn(CC(=O)Nc3ccccc3C)c2N)cc1OC
-4% | COc1ccc(C(=O)C[n+]2ccc3c(c2)nc(-c2ccc(OC)cc2OC)n3C)cc1
5% | COc1ccc(N(CC(=O)Nc2cc(C)on2)S(=O)(=O)c2cc(C)ccc2C)cc1
7% | COC(=O)c1cc(NC(=O)c2ccc3c(c2)OCCO3)cc(C(=O)OC)c1
-9% | O=S(=O)(c1ccc2oc3ccc(S(=O)(=O)N4CCCCC4)cc3c2c1)N1CCCCC1
8% | O=c1c2c(nc3cc(-c4ccc(F)cc4)[nH]n13)CCCC2
-26% | CCOc1ccc2nc(NC(=O)CS(=O)(=O)c3ccc(C)cc3)sc2c1
-12% | COc1cc(N)c(Cl)cc1NC(=O)c1ccccc1
-44% | O=C(CN1C(=O)CSC1=O)Nc1ccc2c(c1)OCCO2
-12% | O=c1c2cc(Br)cc(Br)c2oc2nc3n(c(=O)c12)CCCS3
2% | O=C(NC1CCCc2ccccc21)c1ccccc1Br (stereo not drawn)
-10% | Cc1cc(C)nc(N2N=C(C(C)(C)C)CC2=O)n1
2% | CC(C)c1ccccc1NC(=O)C1C2C=CC(C2)C1C(=O)O (stereo not drawn)
-4% | Cc1cccn2c(=O)c(/C=N/O)c(N3CCCCC3)nc12
-10% | CCOC(=O)c1ccc(NC(=O)CNC(=O)C23CC4CC(CC(C4)C2)C3)cc1
-8% | CSCCC(/C(O)=C(\C#N)c1nc2ccccc2[nH]1)N1C(=O)c2ccccc2C1=O (stereo not drawn)
-5% | N/C(=N\OC(=O)c1ccccc1F)c1ccc(Br)cc1
-5% | OCc1ccc(O)c2ncccc12
-9% | CCOc1ccc(NC(=O)c2c(Cl)cccc2Cl)cc1
-12% | COc1ccccc1-c1cc(C(F)(F)F)n2ncc(S(=O)(=O)c3ccccc3)c2n1
-5% | CCC1(COC(=O)Nc2cccc(Cl)c2)COC1
0% | Cc1ccc(NC(=O)COC(=O)c2ccn(C)n2)cc1
-5% | O=C(OCCn1cncn1)c1cc2ccccc2oc1=O
-16% | CC(C)[C@H](NC(=O)c1cccc(S(=O)(=O)N2CCCC2)c1)c1nc2ccccc2[nH]1
-7% | Nc1ccc(Oc2ccc(Cl)cc2)cc1
8% | CCCCNC(=O)CC1C(=O)N(Cc2ccccc2)C(C)c2nc3ccccc3n21 (stereo not drawn)
-18% | CCCn1nc(C(=O)NCC(C)(C)N2CCOCC2)c2ccccc2c1=O
-9% | CCC(c1nnnn1C1CCCC1)N1CCN(C(=O)c2ccco2)CC1 (stereo not drawn)
-7% | CCN(CC)S(=O)(=O)c1ccc(C(=O)OCC(=O)c2ccc3c(c2)NC(=O)CO3)cc1
4% | O=C1c2ccccc2NC(c2ccc(-c3ccccc3[N+](=O)[O-])o2)N1c1ccccc1 (stereo not drawn)
3% | Cc1ccccc1OCC1Cn2c(nc3c2c(=O)[nH]c(=O)n3C)O1 (stereo not drawn)
-6% | COc1ccc(NC(=O)CC2C(=O)N(CCc3ccccc3)C(=S)N2Cc2cccnc2)cc1 (stereo not drawn)
0% | O=C(CCc1ccc(S(=O)(=O)N2CCOCC2)cc1)Nc1cc(Cl)ccc1N1CCOCC1
-10% | Cc1oc2ccc(OCc3ccc([N+](=O)[O-])cc3)cc2c1C(=O)OC(C)C
6% | O=C(c1cn(-c2ccccc2)nc1-c1ccc(F)cc1)N1CCOCC1
5% | Cn1c2c(c(=O)n(C)c1=O)CN(CCN1CCNCC1)CN2
-4% | CCOC(=O)CC1C(=O)NCCN1S(=O)(=O)c1cc(Cl)c(Cl)cc1Cl (stereo not drawn)
9% | Nn1c(-c2cccs2)nc2sc3c(c2c1=O)CCCC3

Carrying on:
EphA4 KYL inhibition | Molecule
-6% | COc1cc(Cl)c(S(=O)(=O)NCc2cccnc2)cc1Cl
-15% | O=C(Nc1ccc2c(c1)OCO2)c1cnn2c(C(F)(F)F)cc(-c3ccco3)nc12
-3% | O=C(NCc1ccco1)c1cccn2c(=O)c3cc4ccccc4cc3nc12
-6% | CC(=O)Nc1cccc(NC(=O)C2CCCN2C(=O)Nc2ccccc2C)c1 (stereo not drawn)
0% | COc1ccc(C(=O)Nc2cc(-c3nn4c(C)nnc4s3)ccc2C)cc1
-4% | Cn1c(-c2ccc(C=O)s2)nc2ccccc21
-5% | O=C(NC(=S)N1CCOCC1)c1ccc(F)cc1
-9% | Cc1ccnc(NS(=O)(=O)Cc2ccccc2)c1

In a second layout: 5 of the compounds above.
| Compound | EphA4 KYL inhibition |
| --- | --- |
| CC(=O)N1CCN(c2ccc(NC(=O)c3ccco3)cc2)CC1 | -3% |
| CCCNC(=O)N1CCC(C(=O)c2ccc(Cl)cc2)CC1 | 0% |
| CC(=O)Nc1ccc(OCC(=O)c2cc(C)ccc2C)cc1 | -9% |
| CCc1ccccc1N1CC23C=CC(O2)C(C(=O)OC)C3C1=O (stereo not drawn) | -18% |
| CCn1c(NC(=O)c2ccccc2)c(-c2cccs2)c(=O)c2ccccc21 | -7% |

More entries follow:
EphA4 KYL inhibition | Molecule
-8% | CN(C)c1ccnc2sc3c(=O)n(Cc4ccccc4)cnc3c12
-2% | CCCOc1cccc(C(=O)Nc2ccc(F)c([N+](=O)[O-])c2)c1
0% | CC(=O)c1ccccc1NC(=O)CSc1nnc2ccccn12
-5% | COc1ccccc1NC(C)=O
-10% | Cc1ccc(/C=C/c2nnc(-c3cccs3)o2)cc1
-6% | O=c1[nH]n(Cc2ccccc2)c(=O)c2ccccc12
-15% | Cc1nn2c(-c3ccc(Cl)cc3)nnc2s1
-8% | Nc1cc2c(cc1C(=O)c1ccccc1)OCCO2
7% | N#CC1=C(N)OC2=C(C(=O)CCC2)C12C(=O)N1CCCc3cccc2c31 (stereo not drawn)
-4% | CC(C)(C)c1nnc2sc(SCC(=O)c3ccc(Cl)cc3)nn2c1=O
-29% | O=C(CSc1nc(NS(=O)(=O)c2ccccc2)cc(=O)[nH]1)Nc1ccc(F)cc1
-16% | CCCCN(CCCC)c1nc(OC)nc(-n2nnc(C(C)=O)c2C)n1
0% | Cc1ccc(NCCC(=O)c2cccs2)cc1Cl
-9% | Clc1ccccc1Cc1noc(-c2ccc(Br)cc2)n1
-4% | COc1cc(CNCc2ccccn2)ccc1OCc1c(Cl)cccc1Cl
4% | Cc1nn(C)c(C)c1S(=O)(=O)Nc1ccc2c(c1)OCO2
2% | O=C(CCC(=O)OCCCC(F)(F)C(F)(F)F)Nc1ccc(Cl)cc1Cl
-4% | COC(=O)C1=C(C)NC(=O)N(C(C)=O)C1c1cccc([N+](=O)[O-])c1 (stereo not drawn)
-3% | COc1ccccc1CNCC(O)(c1ccc(Cl)cc1)c1ccc(Cl)cc1
-10% | Cc1ccc(CNC(=O)CN2C(=O)COc3ccc(C)cc32)cc1
3% | O=C(Nc1cccc(Oc2ccc(C(=O)O)c(C(=O)O)c2)c1)c1ccc(-c2ccccc2)cc1
9% | Cc1c(NC(=O)c2cccs2)cccc1[N+](=O)[O-]
-9% | CS(=O)(=O)N(CC(=O)O)c1ccc(F)cc1
-3% | Cc1c(N=Cc2c(O)n(Cc3ccco3)c(=O)c3ccccc23)c(=O)n(-c2ccccc2)n1C
5% | CCN(CC)CCn1c(NCc2ccc(C)o2)nc2ccccc21
-35% | CCCCN(C)C(=O)C(Cc1ccccc1)NS(=O)(=O)c1ccc2c(c1)CCC(=O)N2 (stereo not drawn)
-5% | CSCCC(C(=O)N1C[C@]2(C)C[C@H]1CC(C)(C)C2)N1C(=O)c2ccccc2C1=O (stereo partly drawn)
-4% | COC(=O)CSc1nnc2n1C(C)(C)Cc1ccccc1-2
1% | O=C(CCC(=O)NNC(=O)Nc1ccc(Cl)cc1)NCc1ccccc1
-10% | COC(=O)C1=C(N)Oc2cc(C)[nH]c(=O)c2C1c1cccnc1 (stereo not drawn)
6% | COc1ccccc1C(=O)Nc1c(C)n(C)n(-c2ccccc2)c1=O
-5% | CCOC(=O)c1sc(NC(=O)C2CC2)nc1C

An excerpt from above in order of SMILES length, rising:
EphA4 KYL inhibition | Molecule
0% | Cc1ccc(NCCC(=O)c2cccs2)cc1Cl
-6% | COc1ccc(NC(=O)CC2C(=O)N(CCc3ccccc3)C(=S)N2Cc2cccnc2)cc1 (stereo not drawn)
-6% | O=C(CSCc1ccc([N+](=O)[O-])cc1)Nc1cccc(C(=O)Nc2ccccc2C(=O)O)c1

(list continues)
EphA4 KYL inhibition | Molecule
-8% | CCOC(=O)C(NC(=O)CC)(N1CCc2ccccc2C1)C(F)(F)F (stereo not drawn)
-11% | CC(=C/c1ccccc1)/C=N/n1cnnc1
-15% | O=C(Nc1cnc2ccccc2c1)N1CCOCC1
-8% | CN(C)c1cc(=O)n2c(n1)SCCC2
-11% | Cn1c(SCC(=O)Nc2ccccc2F)nnc1-c1cc2ccccc2o1
-11% | CCN1CCN(C(c2cc(OC)ccc2OC)c2nnnn2Cc2ccccc2)CC1 (stereo not drawn)
-10% | O=C(CSc1nnc(-c2cccs2)o1)N1CCCCC1
-2% | COn1c(SCc2cccnc2)nc2ccccc2c1=O
-10% | COc1cccc(C2=NOC(C(=O)Nc3ccc(OC)c(OC)c3)C2)c1 (stereo not drawn)
-2% | CC1=C(C(=O)Nc2ccccc2Cl)C(c2ccc(N(C)C)cc2)NC(=O)N1 (stereo not drawn)
-1% | CCOC(=O)c1ccccc1NC(=O)CN(c1ccccc1OCC)S(C)(=O)=O
-1% | O=C1C2CCCN2C(c2ccc(Br)cc2)N1c1ccc(F)cc1 (stereo not drawn)
3% | CCCc1cc(Nc2ccccc2OCC)n2ncnc2n1
-1% | Cc1oc(-c2nc3ccccc3n2C)cc1C(=O)c1ccccc1
-8% | O=C(CN1C(=O)CSc2ncccc21)NCCN1CCOCC1
5% | CCOc1ccc(-n2c(=O)c3c(C)c(C)sc3n(CC(=O)NCc3ccco3)c2=O)cc1
-27% | Cc1nc2cc(C(F)(F)F)ccc2n1C1CCN(CC(=O)NC(C)(C)C)CC1
-11% | CC(C)(C)c1ccc(C(=O)NCc2cccnc2)cc1
-21% | CCOc1ccc(CCNC(=O)C2CCC(=O)N2CCc2ccccc2)cc1OCC (stereo not drawn)
-15% | CC(=O)N1C(C(=O)O)CSC1c1cccc(C)c1 (stereo not drawn)
13% | Cc1ccc(-c2nc(CS(=O)(=O)CC(=O)NCCCN3CCN(C)CC3)c(C)o2)cc1
-23% | CCOC(=O)c1cnc(SCc2cccc3ccccc23)nc1N
-3% | Cc1ccc(S(=O)(=O)Oc2ccc(C3C4=C(CCCC4=O)OC4=C3C(=O)CCC4)cc2)cc1
10% | Cc1ccc(-c2nnn(CC(=O)N(Cc3cccs3)C(C(=O)NC3CCCC3)c3ccco3)n2)o1 (stereo not drawn)
6% | O=C(Nc1ccc(Nc2ccccc2)cc1)c1cccc2ccccc12
